Myeloid diff 2: compounds promoting myeloid differentiation; ER-HoxA9 myeloid progenitors, lysozyme-GFP differentiation, flow cytometry; AID 624256; hit rate 1% among 360,000; calls only at 10 µM;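 active = normalized GFP-positive differentiation at or above the plate's own cutoff, the solvent-only control mean plus 3 SD; inconclusive = no clear call, values can overlap the other calls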;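 also: cells exposed to compound for four days before flow analysis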
AID2073: disruptors of CaV2.2 binding to Mint1 – biochemical, HTRF (AID 2073); inhibition, % at 20 µM; hits with a dose series show IC50 in µM; HTRF protein-protein interaction, Mint1-CaV2.2; higher % means a stronger effect; hit rate 0.19% among 290,000; in the data active = inhibition mostly above about 51%, no sharp cut-off; inconclusive = no clear call, values can overlap the other calls; inactive = mostly below about 53%; also: some results filed as inactive read as strong as hits
XIAP antagonists: small molecules displacing peptide from XIAP – biochemical, IAP family, fluorescence polarization (AID 1018) | XIAP BIR domain, fluorescence polarization peptide displacement; higher % means a stronger effect | displacement, % at 20 µM; hits with a dose series show IC50 in µM | hit rate 0.007% among 200,000; in the data active = displacement above about 50%; also: a part of the inactive calls stands beside numbers as strong as those of hits
NS5 inhibitors: flavivirus cap methylation enzyme inhibition – biochemical, confirmation dose response, primary screen (AID 588689); Dengue-2 NS5 methyltransferase capping enzyme assay, biochemical; higher % means a stronger effect; inhibition, % at 25 µM, or IC50 in µM where a hit was titrated; hit rate 0.3% among 340,000; in the data active = a potency from the dose series; inconclusive = inhibition above about 29% without an active follow-up result
Hep lipid drop: modulators of hepatic lipid droplet formation; hit rate 0.4% among 240,000; inhibition, % at 6.5 µM; AML12 mouse hepatocytes, oleate lipid droplets, BODIPY imaging;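 active = lipid droplet intensity inhibited by at least 50%, with more than 500 cells counted; inconclusive = wells with under 300 cells, treated as cytotoxic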
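System: AML12 hepatocytes (mouse). Probe or stimulus: oleic acid at 100 µM to induce lipid droplet formation. Times: overnight treatment with compound plus oleate. Detection: Image-based BODIPY and DAPI two-channel analysis. Evaluation: percent inhibition of filter-corrected integrated lipid droplet intensity per well.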
SIAH1 antagonists: Siah-1 peptide-binding antagonists, primary screen, biochemical, fluorescence polarization, rhodamine-plectin, uHTS (AID 1817) | hit rate 0.02% among 290,000 | Siah-1 / rhodamine-plectin peptide fluorescence polarization; higher % means a stronger effect | displacement, % at 20 µM, or IC50 in µM where a hit was titrated;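 active = displacement of at least 50% at 20 µM, with a fluorescence ratio check between 0.3 and a set limit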;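 also: plate controls were Siah plus tracer with DMSO for no effect and tracer alone without Siah for full effect; strong numbers were not always called active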
NOD2 inhibition: NOD2 signaling inhibitors, cell-based, luminescence, uHTS, HEK293 (AID 1566); HEK293 NOD2/NF-kB luciferase reporter, luminescence; higher % means a stronger effect; one-dose inhibition, % at 4 µM; EC50 in µM for titrated hits; hit rate 0.63% among 290,000; also: many of its hits are not listed in these tables
HIV fusion peptide: cell-free HIV fusion peptide-binding blockers – biochemical, uHTS, fluorescence dequenching, primary screen (AID 1986) | cell-free peptide binding, fluorescence dequenching, 30 min; higher % means a stronger effect | hit rate 0.3% among 290,000 | inhibition, % at 20 µM; hits with a dose series show IC50 in µM; in the data active = inhibition mostly above about 52%, no sharp cut-off; inactive = mostly below about 76%; also: some results filed as inactive read as strong as hits
LYP phosphatase: inhibitors of LYP phosphatase, biochemical, fluorescence intensity, uHTS (AID 1779); recombinant LYP phosphatase, fluorescence intensity; higher % means a stronger effect; inhibition, % at 11.5 µM; hits with a dose series show IC50 in µM; hit rate 0.054% among 290,000;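 also: plate controls were vehicle with enzyme for no effect and no enzyme for full effect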
Hep lipid drop cells 6.5 µM: recorded beside Hep lipid drop, whose call it bears; cell count; measured here: cell count, cytotoxicity flag;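 cells counted across two imaged fields per well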
NS5 inhibitors pilot replicate: also measured in NS5 inhibitors; calls as there; inhibition, %; measured here: pilot screen replicate inhibition
Myeloid diff 2 GFP+ MAC1+ %: further read-out of Myeloid diff 2, marked with its call; GFP+ MAC1+ double positive, %; measured here: differentiation confirmed by MAC1 staining
An asterisk follows results filed as active; i = inactive; ? = inconclusive; nt = no result given. Rule as the data show it, unless noted: active = inhibition above about 50%; inactive = the rest.

SMILES	Myeloid diff 2	Myeloid diff 2 GFP+ MAC1+ %	AID2073	XIAP antagonists	NS5 inhibitors	Hep lipid drop	Hep lipid drop cells 6.5 µM	SIAH1 antagonists	NOD2 inhibition	HIV fusion peptide	LYP phosphatase	others
COc1ccc(CN(Cc2nc3ccccc3c(=O)[nH]2)C(=O)NC2CCCCC2)cc1	i	2.6	-6%	-6.5%	2%	3	732	11%	-2%	0.7%	0%
O=C(CSc1cccc(C(F)(F)F)c1)NC(=O)c1ccccc1	i	0.2	-1%	-7.9%	2%	-5	584	-5%	15%	-0.8%	-7%
Cc1ccc(C(=O)O/N=C\c2ccc(N3CCOCC3)c([N+](=O)[O-])c2)cc1	i	0.9	36%	-8.3%	-6%	nt	nt	1%	12%	-3.0%	-4%
CCOC(=O)CSc1ncc(OC)c(=O)[nH]1	i	1.4	-5%	1.4%	-4%	1	703	6%	3%	1.2%	-7%
COC(=O)C(NNc1ccccc1C)(NC(=O)c1ccc(F)cc1)C(F)(F)F (configuration not stated)	i	0.7	-110%	-3.9%	4%	0	778	1%	-1%	-1.2%	-8%
COc1ccccc1CNC(=O)c1cc(S(=O)(=O)N2CCOCC2)cn1C	i	2.3	11%	nt	-1%	28	786	-2%	4%	-1.6%	-7%
O=C(Nc1nnc(S(=O)(=O)N2CCCCCC2)s1)c1ccc(Br)cc1	i	2.4	24%	nt	-1%	37	756	11%	10µM*	2.3%	-5%
O=C1/C(=C\c2ccc(O)c(O)c2)C(c2ccccc2)=NN1c1ccccc1	i	0.5	42%	-3.7%	24%	6	739	29%	27%	18µM*	1%
COc1cccc(-n2ccnc2SCC(=O)NCc2ccccc2)c1	i	1.4	7%	-5.3%	-6%	nt	nt	3%	14%	0.1%	-4%
COc1ccc(OC)c(NC(=O)CN(Cc2ccc(Cl)cc2)S(C)(=O)=O)c1	i	0.3	-5%	-2.6%	2%	20	729	0%	-6%	-0.2%	-4%
CCN(CC)S(=O)(=O)N1CCN(S(=O)(=O)N2CCOCC2)CC1	i	0.1	-1%	17%	-4%	7	649	-3%	18%	0.1%	-7%
Cc1ccccc1OCC(O)Cn1c(Br)nc2c1c(=O)[nH]c(=O)n2C (configuration not stated)	i	0.5	21%	-1.8%	-6%	-5	710	4%	2%	-1.4%	2%
C=CCN(CC=C)CC(=O)Nc1cccc(Oc2cnccn2)c1	i	1.0	-1%	nt	-4%	-6	673	1%	-2%	2.7%	-10%
COC(=O)c1ccccc1C(=O)N1CC(O)CO1 (configuration not stated)	i	0.3	6%	nt	-1%	nt	nt	5%	-5%	-2.0%	-7%
COc1ccc(Nc2ncnc3sc(C)cc23)cc1	i	3.3	11%	nt	-3%	14	722	7%	-44%	0.0%	-10%
CN(C)C(=O)c1ccc(NC(=O)c2ccccc2-c2ccccc2)cc1	i	0.2	33%	nt	5%	9	794	19%	14%	1.6%	-5%
C=CCc1c(C)[nH]c(=O)[nH]c1=O	i	0.5	0%	-2.3%	-4%	-4	675	8%	-8%	-1.5%	-10%
COc1ccc(-c2nc(NC3=NCCCCC3)sc2C)cc1	i	0.3	-7%	-0.5%	-7%	4	679	2%	9%	-0.5%	-9%
CC[C@@H](C)C(NC(=O)OC(C)(C)C)c1cn([C@@H](CCC(=O)OC(C)(C)C)C(=O)N2CCN(C(=O)OC(C)(C)C)CC2)nn1 (some centres not stated)	i	1.0	0%	-4.1%	-4%	-6	719	0%	8%	-0.4%	1%
COc1ccc(C(=O)NCc2nnc(SC)n2C2CCCCC2)cc1	i	2.9	12%	-0.5%	3%	-16	708	1%	6%	-0.1%	2%
CCOc1cc(N2CCOCC2)c(OCC)cc1NC(=O)c1ccc(C)s1	i	0.2	-8%	1.1%	3%	-3	661	-3%	26%	-2.2%	-2%
CN(C)c1ccc(/C=C/C(=O)c2ccc3c(c2)OCCO3)cc1[N+](=O)[O-]	i	0.3	-4%	-0.6%	8%	2	596	3%	-28%	-0.6%	-2%
COCCNC(=O)Cn1nc(C(F)(F)F)c(Br)c1C	i	0.9	5%	-2.2%	-3%	-36	481	5%	6%	3.2%	-1%
COc1ccccc1Cc1nc2ccccc2n1S(=O)(=O)c1ccc(Cl)cc1	i	3.2	-3%	-16%	0%	-43	587	-3%	4%	2.9%	-2%
O=C(OCc1ccccc1)/C(=C/c1cccc(Br)c1)NC(=O)c1ccco1	i	0.7	2%	nt	-5%	-5	838	4%	12%	2.6%	-2%
Cc1ccc(Cl)cc1NC(=O)C1CC(=O)N(C(C)C)C1 (configuration not stated)	i	1.3	5%	nt	0%	6	824	4%	15%	2.3%	-11%
CCCN1CCC(NC(=O)Cc2cccc(C)c2)CC1	nt	nt	2%	nt	-1%	5	800	2%	-1%	0.6%	-9%
CN(C)CCN=Cc1c(O)n(Cc2ccc3c(c2)OCO3)c(=O)c2ccccc12	i	0.3	10%	-0.9%	4%	10	715	6%	19%	0.6%	-7%
CC(C)C[C@H](NC(=O)N1CC(=O)Nc2ccccc21)C(=O)N[C@H](Cc1c[nH]c2ccccc12)C(=O)O	i	2.5	13%	nt	-2%	nt	nt	-6%	15%	0.9%	-6%
CCC(C)NC(=O)C1CCN(S(=O)(=O)c2cccc3nonc23)CC1 (configuration not stated)	i	0.2	-5%	nt	-12%	5	867	-2%	8%	-0.3%	-8%

Six structures already listed, ordered by length of the SMILES, ascending.
SMILES	Myeloid diff 2	Myeloid diff 2 GFP+ MAC1+ %	AID2073	XIAP antagonists	NS5 inhibitors	Hep lipid drop	Hep lipid drop cells 6.5 µM	SIAH1 antagonists	NOD2 inhibition	HIV fusion peptide	LYP phosphatase	others
C=CCc1c(C)[nH]c(=O)[nH]c1=O	i	0.5	0%	-2.3%	-4%	-4	675	8%	-8%	-1.5%	-10%
COC(=O)c1ccccc1C(=O)N1CC(O)CO1 (configuration not stated)	i	0.3	6%	nt	-1%	nt	nt	5%	-5%	-2.0%	-7%
COCCNC(=O)Cn1nc(C(F)(F)F)c(Br)c1C	i	0.9	5%	-2.2%	-3%	-36	481	5%	6%	3.2%	-1%
COc1ccc(-c2nc(NC3=NCCCCC3)sc2C)cc1	i	0.3	-7%	-0.5%	-7%	4	679	2%	9%	-0.5%	-9%
O=C(Nc1nnc(S(=O)(=O)N2CCCCCC2)s1)c1ccc(Br)cc1	i	2.4	24%	nt	-1%	37	756	11%	10µM*	2.3%	-5%
O=C(OCc1ccccc1)/C(=C/c1cccc(Br)c1)NC(=O)c1ccco1	i	0.7	2%	nt	-5%	-5	838	4%	12%	2.6%	-2%

The results go on.
SMILES	Myeloid diff 2	Myeloid diff 2 GFP+ MAC1+ %	AID2073	XIAP antagonists	NS5 inhibitors	Hep lipid drop	Hep lipid drop cells 6.5 µM	SIAH1 antagonists	NOD2 inhibition	HIV fusion peptide	LYP phosphatase	others
Cc1ccccc1NC(=O)c1c(C)[nH]c(=S)c(C#N)c1-c1ccco1	i	0.7	51%*	-5.7%	4%	5	693	20%	7%	66%*	7%
Fc1cccc(Cl)c1/C=N/Nc1c(Cl)cncc1Cl	i	0.3	-2%	-2.9%	3%	26	659	5%	15%	-1.9%	3%
CCCOC(=O)c1ccc(Oc2coc3c(CN(CC)CC)c(O)ccc3c2=O)cc1	i	0.2	40%	-2.0%	-9%	8	766	2%	3%	0.9%	-6%
Cc1cc(=O)n2[nH]c(CCC(=O)O)nc2n1	i	1.0	-1%	nt	-5%	8	732	1%	-4%	-0.9%	-8%
CCCC1(C(=O)OCC)NC(c2ccc(OC)cc2OC)C2C(=O)N(c3ccccc3)C(=O)C21 (configuration not stated)	i	1.2	6%	-8.0%	-3%	-1	762	0%	6%	0.1%	-9%
CCOC(=O)N1CCN(CC(=O)Nc2ccc(F)c(F)c2F)CC1	i	0.4	-4%	-3.9%	-2%	-2	687	8%	7%	0.6%	-6%
O=C(O)c1cnn(-c2ccccc2)c1-n1cccc1	i	1.6	14%	-3.7%	-1%	-4	754	10%	-1%	6.7%	-6%
COc1cc(/C=N/NC(=O)c2nnn(-c3nonc3N)c2C(C)C)ccc1OCc1ccc(F)cc1	i	2.8	12%	nt	12%	12	621	12%	34%	1.1%	-4%
COc1ccc(/C=C2/SC(=S)N(CCC(=O)O)C2=O)cc1	i	2.1	-12%	-11%	5%	nt	nt	-1%	nt	12%	2%
CCOc1ccc(CC(=O)Nc2ccc(S(=O)(=O)Nc3cc(C)on3)cc2)cc1OCC	i	1.5	2%	-5.7%	1%	nt	nt	1%	-3%	0.8%	-5%	NS5 inhibitors pilot replicate=-4.0
Cc1ccc(SCCC(=O)NCc2ccco2)cc1	i	0.5	13%	-7.7%	nt	-27	748	0%	-13%	-0.3%	-4%
CCOc1ccccc1NC(=O)c1nc(S(=O)(=O)Cc2cccc(C)c2)ncc1Cl	?	nt	-25%	nt	-60%	-5	731	3%	43%	0.8%	4%
CC[C@H](C)[C@@H]1NC(=O)c2cc([N+](=O)[O-])cc(F)c2NCCCC[C@@H](C(N)=O)NC(=O)[C@H](CCCCN)NC1=O	i	2.0	0%	-8.7%	6%	-17	685	0%	-3%	-1.4%	-15%
COc1ccc(NC(=O)CC2C(=O)NCCN2C(=O)c2ccc(N(C)C)cc2)cc1 (configuration not stated)	i	0.3	11%	nt	nt	nt	nt	8%	17%	0.3%	0%
Cc1ccc2c(C)c(C(=O)NCCN3CCCC(O)C3)oc2c1C (configuration not stated)	?	nt	16%	nt	-1%	-6	690	-2%	18%	-0.9%	-11%
CCCN1CCN(S(=O)(=O)c2ccc3c(c2)NC(=O)C(C)S3)CC1 (configuration not stated)	i	1.3	23%	nt	-3%	-22	771	-4%	-6%	-2.0%	-9%
Cc1ccc(-c2nc3ccccc3nc2Cl)cc1	nt	nt	12%	-6.0%	-1%	17	710	7%	15%	0.7%	-4%
C[C@]12C=CC(=O)C=C1CCC1C3CC[C@](O)(C(=O)CO)[C@@]3(C)CC3OC312 (some centres not stated)	i	1.1	11%	-4.7%	0%	9	695	-2%	2%	-0.5%	2%
CCOC(=O)CN1C(=O)S/C(=C\c2ccc3c(c2)OCO3)C1=O	i	0.5	-8%	nt	-12%	-5	821	-2%	0%	2.0%	-9%
CCc1ccc(N2C(=O)C3CCCN3C2=S)cc1 (configuration not stated)	nt	nt	-14%	nt	-7%	12	798	2%	8%	4.1%	-7%
COc1ccc(CNc2nc3nc(C)c(Cl)c(C)n3n2)cc1	i	0.7	24%	nt	-5%	-4	757	8%	-25%	-0.3%	-2%
CCCCn1c(-c2cccnc2)nc2cc3[nH]c(=O)c(C(C)C)nc3cc21	i	1.0	17%	nt	4%	-3	797	11%	22%	7.1%	-14%
COc1ccc(N2CC(C(=O)N[C@@H](C)C(=O)N3CCCCC3)CC2=O)cc1 (some centres not stated)	i	4.3	1%	nt	-8%	-1	683	3%	5%	1.0%	-10%
COc1ccc(CN(C)CC2CCCN(CCc3ccccc3C)C2)cc1O (configuration not stated)	i	0.7	-1%	nt	-4%	0	798	2%	-15%	-0.7%	-10%

Some of the compounds tested. The share of hits here may be higher or lower than overall.
